Anesthetic bind = candidate novel general anesthetic via apoferritin binding; P02791; apoferritin/1-aminoanthracene competitive binding, fluorescence; Potency, µM (top dose mostly 77.5 µM), for the others: top-dose activity change, negative = displacement, most hits filed as inhibitors; 350,000 tested, 0.074% active; AID 485281; further: potency means the concentration at half of the fitted maximal effect; on the % scale 0 is the no-effect control and ±100 the full control effect; nearly all actives have a fitted effect of over 20% in size
Target sequence (P02791 2-175 limits assumed): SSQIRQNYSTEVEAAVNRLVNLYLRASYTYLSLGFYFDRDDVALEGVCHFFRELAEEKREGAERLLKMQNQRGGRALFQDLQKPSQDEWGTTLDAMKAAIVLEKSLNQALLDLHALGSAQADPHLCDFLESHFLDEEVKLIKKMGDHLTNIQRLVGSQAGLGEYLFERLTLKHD
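Concentration-response curves derived by four-parameter Hill fitting of normalized fluorescence, where compounds displaced 1-AMA from 10 uM horse apoferritin following a brief 10 min room-temperature incubation; propofol titration acted as positive control.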
RXFP1 antag = RXFP1 (human) relaxin receptor antagonism | AID 1259400 | activity change, negative = inhibition, % at 57.5 µM | HEK293-RXFP1, relaxin-stimulated cAMP HTRF, 30 min; stronger effect = lower value | 350,000 tested, 0.59% active | Q9HBX9;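 active means activity change of -60% or lower, but not beyond a set lower limit; inconclusive means change between -60% and -40%, or beyond the set limit; inactive means change above -40%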; further: on the % scale 0 is the no-effect control and ±100 the full control effect
D1 PAM = potentiators of human D1 dopamine receptor | P21728 | 360,000 tested, 0.036% active | HEK293 TREx D1 cells, calcium flux, dopamine EC20 potentiation | potentiation, % at 10 µM; in the data active means potentiation above about 30%; further: 0% is about no effect
D2 PAM = D2 dopamine receptor (human) potentiation; HEK293 T-REx D2, calcium flux, EC20 dopamine potentiation; potentiation, % at 10 µM; 340,000 tested, 0.34% active;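 active means potentiation over 3 SD above the plate norm, cut at about 30% in these data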; further: 0% is about no effect
Target sequence (P14416 whole entry, looked up): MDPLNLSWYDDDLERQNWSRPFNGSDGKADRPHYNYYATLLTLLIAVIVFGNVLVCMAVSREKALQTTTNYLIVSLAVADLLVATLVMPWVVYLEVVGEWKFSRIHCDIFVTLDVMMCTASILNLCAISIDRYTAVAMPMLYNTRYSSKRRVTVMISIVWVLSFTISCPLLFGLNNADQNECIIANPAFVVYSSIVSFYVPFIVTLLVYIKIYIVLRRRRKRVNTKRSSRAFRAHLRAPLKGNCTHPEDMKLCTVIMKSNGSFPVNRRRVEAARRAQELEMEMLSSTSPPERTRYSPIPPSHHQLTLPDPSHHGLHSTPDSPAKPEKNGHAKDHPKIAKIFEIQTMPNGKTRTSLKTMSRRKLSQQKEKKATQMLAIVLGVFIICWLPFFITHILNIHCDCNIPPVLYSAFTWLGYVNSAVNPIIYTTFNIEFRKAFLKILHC
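Potentiation of an EC20 dopamine calcium response measured kinetically over 180 s, after a preceding 180 s compound-only read flagging agonists. Cells: inducible Hek293 Trex D2 line, 4000/well, cultured overnight at 30 C before dye loading.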
TRHR PAM = allosteric enhancers of human TRH receptor; P34981; TRHR cells, fluo-8 calcium fluorescence, EC20 TRH enhancement; enhancement, % at 2 µM; 360,000 tested, 0.66% active; AID 493056; in the data active means enhancement above about 30%; further: 0% is about no effect
Target sequence (P34981 whole entry, looked up): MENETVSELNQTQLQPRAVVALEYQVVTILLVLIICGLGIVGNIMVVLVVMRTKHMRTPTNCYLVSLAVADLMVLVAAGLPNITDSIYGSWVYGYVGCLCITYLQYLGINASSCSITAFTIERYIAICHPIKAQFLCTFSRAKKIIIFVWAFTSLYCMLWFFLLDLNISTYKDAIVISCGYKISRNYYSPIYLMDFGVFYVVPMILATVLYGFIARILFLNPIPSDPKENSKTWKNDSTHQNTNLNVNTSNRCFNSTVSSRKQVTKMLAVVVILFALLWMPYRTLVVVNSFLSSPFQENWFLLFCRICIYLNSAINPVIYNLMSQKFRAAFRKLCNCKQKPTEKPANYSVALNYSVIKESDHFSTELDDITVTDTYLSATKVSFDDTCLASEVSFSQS
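Enhancer read-out: after compound pinning and an initial kinetic agonist-mode read, an EC20 of TRH (10 nM final) was injected and fluo-8 calcium signal (Ex 480/Em 530) followed at 1 s/cycle for 100 cycles in TRHR-expressing cells.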
RXFP1 ag = RXFP1 (human) receptor agonism; Q9HBX9; HEK293T-RXFP1 cAMP TR-FRET, 30 min; response scale: percent of porcine relaxin response, buffer zero; Potency, µM (top dose mostly 57.5 µM), inactives show top-dose activation, actives largely listed as activators; 370,000 tested, 0.3% active; AID 2676; further: potency means the concentration at half of the fitted maximal effect; on the % scale 0 is the no-effect control and ±100 the full control effect; nearly all actives have a fitted effect of over 60% in size; many of its hits are not listed in these tables
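cAMP rise read by TR-FRET after 30 min, 37C compound exposure (up to 58 uM) in RXFP1-transfected HEK293 cells with Ro 20174 present. EC50 from Hill-equation fits, with 29 nM porcine relaxin as 100% and buffer as basal.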
D1 antag = antagonists of human D1 dopamine receptor; P21728; HEK293 TREx D1 cells, calcium flux, dopamine EC80; stronger effect = lower value; activity change, negative = inhibition, % at 10 µM; 360,000 tested, 3.2% active; AID 504652; in the data active means activity change below about -30%; further: on the % scale 0 is the no-effect control and ±100 the full control effect
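Inducible Hek293 Trex D1 cells (tetracycline, overnight, 30 C). Calcium dye 30–90 min RT. Antagonist mode: EC80 dopamine added after 180 s compound read.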
TRHR agonist = activates the human TRH receptor; 360,000 tested, 0.18% active; activation, % at 2 µM; AID 493084; P34981; TRHR cells, calcium flux fluo-8, FDSS agonist mode; in the data active means activation above about 30%; further: 0% is about no effect
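Read-out: compound-evoked intracellular calcium rise in TRHR cells, fluo-8 dye, kinetic FDSS fluorescence at 1 s/cycle following a 10-cycle baseline. Cells cultured overnight before dye loading (30 min–1.5 h, RT).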
D1 agonist = human D1 receptor agonism; P21728; HEK293 T-REx D1 cells, calcium flux, agonist mode; activation, % at 2 µM; 360,000 tested, 1% active; AID 504660; in the data active means activation above about 30%; further: 0% is about no effect
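Inducible HEK293 T-REx D1 cells, force-coupled to calcium signalling, were plated at 4000 cells/well with tetracycline and held overnight at 30 C. After no-wash calcium dye loading, compound-evoked calcium rise over 180 s flagged agonists.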
* = called active by the depositor; u = inconclusive; x = no result given; [ ] = dose if it differs, or a comment. Unless noted, the call rests on the fitted dose curve; in most records, active means well fitted curve in the direction sought with a large enough effect; inconclusive means small, poorly fitted or top-dose-only effect, or another doubt; inactive means no such curve, though single readings can be large; an effect the other way counts as inactive or inconclusive.

SMILES | Anesthetic bind | RXFP1 antag | D1 PAM | D2 PAM | TRHR PAM | RXFP1 ag | D1 antag | TRHR agonist | D1 agonist
CCC(=O)Nc1nnc(/C=C/c2ccccc2)s1 | 2% | 2 | -5 | x | 11 | 7.9% | -8 | 1.9 | 1
Cc1ccccc1Cn1nnc(C(=O)Nc2ccc3c(c2)OCCO3)c1N | x | -22 | 0 | -1 | 2 | 1.3% | 1 | 1.4 | 11
O=C(Nc1ccc2c(c1)OCO2)N1CCN(c2ccccc2Cl)CC1 | u | -3 | -8 | -6 | -6 | 7.4% | -26 | -0.6 | 9
O=C(Cn1cc2c(n1)CCCC2)NCCCN1CCN(c2ccccc2F)CC1 | -9% | x | -8 | -30 | 2 | 1.1% | -35* | 0.1 | 0
COc1ccccc1N1CCN(c2cc(C)nc3c(-c4ccc(Cl)cc4)c(C)nn23)CC1 | 1% | -6 | -6 | 1 | 9 | -1.0% | -8 | 0.2 | 1
Clc1cc2c(c(CSc3nc4ccccc4n4cccc34)c1)OCOC2 | 33%[activator] | -13 | 3 | 16 | 4 | 3.2% | -47* | 1.9 | 2
CCOC(=O)C(NC(=O)Nc1ccc(F)cc1F)(Oc1ccc(F)cc1)C(F)(F)F (stereo not given) | -11% | 6 | 0 | 21 | 6 | 0.6% | -85* | 0.7 | 2
N#CC1(NC(=O)COC(=O)c2cc(O)c3ccccc3c2O)CCCCC1 | x | 5 | -3 | -17 | 13 | -0.9% | -40* | 0.0 | 10
NC(=O)C1CN(C(=O)c2cccc(S(=O)(=O)N3CCc4ccccc43)c2)c2ccccc2O1 (stereo not given) | x | 12 | -6 | -2 | 0 | -0.2% | -6 | 0.8 | 0
COC(=O)[C@@H](NC(=O)N1CCN(c2cccc(C(F)(F)F)c2)CC1)C(C)C | 3% | -18 | -2 | -10 | 0 | 0.4% | 0 | 0.0 | 6
O=C(NC(=S)Nc1sc2c(c1C(=O)O)CCCC2)c1ccccc1 | -16% | -27 | -2 | -1 | -8 | 3.5% | 5 | -0.2 | 3
O=C(COC(=O)c1ccc(Cl)c(S(=O)(=O)N2CCCCC2)c1)NCC1CCCO1 (stereo not given) | -1% | 3 | 1 | -6 | 3 | 4.4% | 1 | 0.5 | 1
Cc1ccc(C(=O)N2CC(=O)Nc3ccc(F)cc3C2c2ccc(F)cc2)cc1 (stereo not given) | -6% | 4 | 11 | 7 | 5 | 2.2% | 7 | 1.6 | 4
COc1ccc2cc(C3(C)NC(=O)N(CC(=O)NCC(F)(F)F)C3=O)ccc2c1 (stereo not given) | -8% | 0 | -2 | 6 | 0 | -0.3% | -22 | -0.7 | 3
Cc1cccn2c(=O)c3cc(C(=O)NCCN4CCOCC4)n(C)c3nc12 | -9% | -9 | 5 | -3 | -11 | 1.7% | 4 | 0.5 | 6
COc1ccc(OCC(=O)Nc2cccc(-c3nc4ccccc4s3)c2C)cc1 | 32%[activator] | -2 | -1 | 9 | 1 | u | -16 | -1.0 | 35*
O=C(O)c1ccc(N2C(=O)c3[nH]nc(-c4ccccc4)c3C2c2cccc(F)c2)cc1 (stereo not given) | -10% | x | 4 | 0 | 17 | 1.7% | 8 | 0.6 | 0
COC(=O)CNc1cc(S(=O)(=O)N2CCCCC2)ccc1Oc1cccc(C)c1 | 12% | -8 | -2 | -1 | -1 | 1.9% | 7 | -0.8 | 0
Cc1nc2[nH]c(=O)c3c(n2n1)NC1=C(C(=O)CC(C)(C)C1)C3c1ccccc1 (stereo not given) | 1% | -11 | -3 | -1 | 0 | 0.5% | -51* | 0.1 | 5
O=C(NCc1nnc(-c2cc3ccccc3[nH]2)s1)c1ccccc1 | x | x | -5 | x | -3 | x | 4 | 1.4 | 3
O=CN1CCN(C(=O)c2ccc3c(c2)OCO3)CC1 | -5% | 4 | -1 | x | 11 | 0.0% | 12 | 0.7 | 3
C=CCNc1nc(Cl)nc(Nc2ccc([N+](=O)[O-])cc2)n1 | -2% | -29 | -6 | 7 | -13 | 2.9% | 7 | 0.7 | -1
O=C(CSc1nncs1)N1CCN(C(=O)c2ccco2)CC1 | x | -9 | -2 | 4 | 5 | 0.8% | 34 | -1.0 | 1
CN(CC(=O)Nc1ccc(F)c(F)c1F)C(=O)c1ccc(-n2cncn2)cc1 | x | 5 | -2 | -10 | -1 | 0.8% | -3 | 0.2 | 3
C/C(=N/NC(=O)c1cccs1)c1cccc(NC(=O)C2CC2)c1 | -14% | 0 | -8 | x | -8 | 1.3% | -30 | -0.1 | 2
CCn1c(=N)n(CC(O)COc2ccccc2)c2ccccc21 (stereo not given) | -8% | x | -2 | -1 | 4 | -0.7% | 9 | -0.1 | 4
Cc1sc2ncnc(SC(C)C(=O)N3c4ccccc4Sc4ccccc43)c2c1C (stereo not given) | -3% | -12 | -2 | 2 | -7 | 1.3% | 8 | 0.2 | 3
COc1ccc2c(c1)CC(C(=O)Nc1cc(Cl)ccc1C)CO2 (stereo not given) | -17% | -1 | -3 | 1 | 6 | 2.1% | -6 | -0.5 | 2
COCCCN1C2=C(C(=O)CC(C)(C)C2)C(c2ccc(OC)c(OC)c2)C2=C1CC(C)(C)CC2=O | -7% | -4 | 1 | 12 | 5 | 0.3% | -10 | 0.0 | 5
O=C(Nc1cccc(-n2cnnn2)c1)c1cc(Cl)ccc1Cl | -4% | -5 | -10 | 3 | 0 | -0.3% | -44* | -0.5 | 5
O=C(Nc1cccc(Cl)c1Cl)c1cc(S(=O)(=O)N2CCCc3ccccc32)ccc1F | 1% | 1 | 2 | 8 | 1 | -0.5% | 20 | 0.8 | 6
O=C(COC(=O)c1cc(S(=O)(=O)N2CCOCC2)ccc1O)NCC1CCCO1 (stereo not given) | -4% | 5 | 0 | 7 | -1 | 0.7% | 7 | -0.9 | 9
CSc1nc(C)[nH]c(=O)c1C#N | 0% | -1 | 0 | 3 | 1 | 0.8% | 1 | -0.1 | 3
COc1ccc([N+](=O)[O-])cc1NC1C2CC3CC(C2)CC1C3 (stereo not given) | -6% | -32 | -1 | -9 | -6 | 1.6% | 1 | 0.1 | 2
O=C(CSc1c2c(nc3ccccc13)CCCC2)NCc1ccco1 | -5% | -4 | -1 | 10 | -1 | 19% | 1 | -0.3 | 0
COc1ccc(CN(Cc2ccc(C(=O)O)cc2)C(=S)Nc2ccccc2Cl)cc1OC | -2% | -24 | -4 | 25 | 2 | 1.1% | -4 | -2.4 | 3
CC1CCC(NS(=O)(=O)c2cccc3nsnc23)CC1 (stereo not given) | u | -2 | -2 | 4 | 5 | 1.4% | -12 | -0.8 | -2
COc1ccc(OC)c(CN2C(=O)CCC2(C)C(=O)NC2CCCCCC2)c1 (stereo not given) | -11% | -8 | -2 | -1 | 7 | 0.7% | 12 | -0.2 | 1
Cc1cccc(OCC(=O)Nc2cccc(C(=O)NCC(C)C)c2)c1 | -14% | -9 | 0 | 5 | 3 | 2.9% | -5 | -0.4 | 6
CCC1C(=O)NCCN1C(=O)CCc1nnc(CCc2ccc(OC)cc2)o1 (stereo not given) | -5% | 4 | -2 | x | -3 | 2.3% | -4 | 0.1 | 3
CSc1nnc(-c2cccn(Cc3ccccc3)c2=O)o1 | 2% | 2 | -1 | 15 | 1 | 9.6% | 4 | -0.1 | 5
CSc1ccc(-c2nc3cccc(C)n3c2Nc2ccc3c(c2)OCO3)cc1 | -10% | -2 | 2 | 17 | -1 | 9.5% | -2 | -0.9 | -2
COc1ccccc1CNC(=O)C(=O)NCC(c1cccnc1)N1CCN(c2ccc(F)cc2)CC1 (stereo not given) | -5% | -14 | -1 | 0 | 6 | -1.2% | 4 | -0.1 | 22
Cc1ccc(C)c(NC(=O)CSc2nnc3n2CCCCC3)c1 | -13% | -9 | -1 | 10 | 28 | 0.6% | -28 | 0.4 | 3
Cc1cc(N2CCN(C)CC2)nc2ccc(NC(=S)N3CCOCC3)cc12 | 7% | -17 | -12 | 3 | -4 | 0.2% | 12 | 0.6 | 0
Cc1nn(C)cc1CNC(=O)COc1ccc(Cl)cc1Cl | 15% | -5 | -6 | -6 | 9 | 1.1% | -33* | 2.2 | 8
Cc1[nH]c2ccccc2c1C(=O)COC(=O)Cn1c(C)nc2ccccc21 | -11% | -2 | -1 | -2 | -1 | -1.3% | -9 | 0.0 | 11
CCOC(=O)c1sc2nc(C)nc(NCCc3ccc(S(N)(=O)=O)cc3)c2c1C | 5% | 19 | -5 | 23 | 7 | u | -1 | 1.2 | 1

Eight entries from above, as comma-separated lines.
SMILES,Anesthetic bind,RXFP1 antag,D1 PAM,D2 PAM,TRHR PAM,RXFP1 ag,D1 antag,TRHR agonist,D1 agonist
CC1CCC(NS(=O)(=O)c2cccc3nsnc23)CC1 (stereo not given),u,-2,-2,4,5,1.4%,-12,-0.8,-2
COc1ccc(OC)c(CN2C(=O)CCC2(C)C(=O)NC2CCCCCC2)c1 (stereo not given),-11%,-8,-2,-1,7,0.7%,12,-0.2,1
Cc1cccc(OCC(=O)Nc2cccc(C(=O)NCC(C)C)c2)c1,-14%,-9,0,5,3,2.9%,-5,-0.4,6
CCC1C(=O)NCCN1C(=O)CCc1nnc(CCc2ccc(OC)cc2)o1 (stereo not given),-5%,4,-2,x,-3,2.3%,-4,0.1,3
CSc1nnc(-c2cccn(Cc3ccccc3)c2=O)o1,2%,2,-1,15,1,9.6%,4,-0.1,5
CSc1ccc(-c2nc3cccc(C)n3c2Nc2ccc3c(c2)OCO3)cc1,-10%,-2,2,17,-1,9.5%,-2,-0.9,-2
COc1ccccc1CNC(=O)C(=O)NCC(c1cccnc1)N1CCN(c2ccc(F)cc2)CC1 (stereo not given),-5%,-14,-1,0,6,-1.2%,4,-0.1,22
Cc1ccc(C)c(NC(=O)CSc2nnc3n2CCCCC3)c1,-13%,-9,-1,10,28,0.6%,-28,0.4,3

Assay outcomes from PubChem.

Not all compounds are listed; the hit share may differ from the screen's.
